Artemis endo inh – inhibitors of human Artemis endonuclease activity | 0.78% of 30,000 active | AID 686954 | recombinant Artemis, quenched FAM hairpin cleavage fluorescence | inhibition, % at 10 µM;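 active means at 10 µM dose, at least 30% inhibition, measured as corrected fluorescence normalized to stimulator and neutral control wells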
Target sequence (Q96SD1 whole entry, looked up): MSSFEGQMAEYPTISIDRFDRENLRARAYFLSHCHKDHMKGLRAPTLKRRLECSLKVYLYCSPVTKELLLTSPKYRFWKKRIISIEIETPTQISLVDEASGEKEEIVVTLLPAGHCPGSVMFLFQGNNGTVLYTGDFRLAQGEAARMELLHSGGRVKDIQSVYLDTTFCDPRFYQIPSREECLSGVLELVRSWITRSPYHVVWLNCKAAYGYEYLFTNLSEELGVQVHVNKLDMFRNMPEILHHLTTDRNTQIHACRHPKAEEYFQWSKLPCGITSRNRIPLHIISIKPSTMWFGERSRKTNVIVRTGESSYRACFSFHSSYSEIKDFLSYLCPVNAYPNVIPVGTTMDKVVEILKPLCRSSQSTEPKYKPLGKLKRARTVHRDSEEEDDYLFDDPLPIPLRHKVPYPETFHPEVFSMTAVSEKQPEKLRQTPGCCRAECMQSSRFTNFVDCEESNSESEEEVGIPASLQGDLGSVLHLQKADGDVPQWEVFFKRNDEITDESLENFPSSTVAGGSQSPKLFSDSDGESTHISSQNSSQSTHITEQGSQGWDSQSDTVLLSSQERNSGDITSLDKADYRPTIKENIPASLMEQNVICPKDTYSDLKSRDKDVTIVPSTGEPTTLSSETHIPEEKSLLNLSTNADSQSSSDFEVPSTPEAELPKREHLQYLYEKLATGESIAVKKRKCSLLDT
* hit, by the source's call. A portion of the library, so the mix of outcomes need not match the whole.

SMILES	Artemis endo inh
O=P(O)(CCc1ccccc1)C(O)c1ccccc1 (centres undefined)	-14
CCCN1/C(=C2/SC(=S)N(CC)C2=O)C=Cc2ccccc21	12
CCOC(=O)Nc1nc(-c2ccccc2)c(C(=O)c2ccc(Cl)cc2)s1	-2
CC1=Nc2ccccc2NC(=O)C1Sc1nnc(C)s1 (centres undefined)	-4
CC1(C)C(=O)OC(C(=O)c2ccc(C(C)(C)C)cc2)C(C)(C)C1=O (centres undefined)	-6
COCc1nc(-c2cc(Br)ccc2OC)no1	10
O=C(CSc1nnc(-c2ccncc2)n1CC1CCCO1)Nc1nccs1 (centres undefined)	-2
OCCNC1=NCCN1	5
COc1cccc(NC(=O)N2CCC(C(N)=O)(N3CCCCC3)CC2)c1	2
Cc1nn(-c2ccccc2)c(Cl)c1C(=O)Nc1nnc(C2CCCC2)s1	13
COc1ccc(S(=O)(=O)N2CCN(C(=O)c3c(-c4ccccc4)noc3C)CC2)cc1	-13
COC(=O)c1cn(CCOc2ccccc2)c2ccccc12	1
CCOC(=O)C1=C(O)/C(=C/c2cc(OC)c(OC)c(OC)c2)N=C1C	-5
CCOC(=O)CCNc1n[nH]c(=O)[nH]c1=O	4
Cc1cc(C)nc(/N=c2/ssnc2Cl)c1	8
O=c1c(Cl)c(N/N=C/c2ccc(Br)cc2)cnn1-c1ccccc1	19
COc1ccc(CN2CCN(C(=O)CC(C)C)CC2)cc1OC	-4
CCc1nnc(NC(=O)c2cccc(OC)c2)s1	0
COc1cc(S(=O)(=O)Nc2ccccc2C)ccc1Cl	0
O=C(CCS(=O)(=O)c1ccc(Br)cc1)N1CCN(c2ccccc2)CC1	2
C=CCOC(=O)C(C#N)c1nc2ccccc2nc1N1CCN(Cc2ccc3c(c2)OCO3)CC1 (centres undefined)	20
CCCOC(=O)CN1C(=O)c2ccc(C(=O)OCCC)cc2C1=O	-5
CS(=O)(=O)N(Cc1nnc(-c2cccs2)o1)c1ccc(Cl)cc1F	10
Cc1cccnc1NC(=O)Nc1cccc2ccccc12	-2
Cc1ccc2cc3c(NC(=O)c4ccco4)nn(C)c3nc2c1	-2
COc1ccc(C2CC(C(F)(F)F)n3nc(C(=O)NCCCn4ccnc4)cc3N2)cc1OC (centres undefined)	0
COc1ccc2cc(-c3cc(C(=O)O)c4ccccc4n3)ccc2c1	24
Cc1cc(OCC(=O)NCC(C)C)cc(C)c1Br	12
Cc1ccc(S(=O)(=O)NC(=O)NCCCCNC(=O)NS(=O)(=O)c2ccc(C)cc2)cc1	-8
CCC(C)C(NC(=O)OC(C)(C)C)C(=O)NC(CC(C)C)C(N)=O (centres undefined)	-5
O=C(Nc1ccccc1)N1CCN2C(=O)c3ccccc3C12c1ccccc1 (centres undefined)	2
COc1ccc(NC(=O)/C(Cl)=C(/Cl)S(=O)(=O)Cc2ccc(C)cc2)cn1	9
O=C1CCCN1CN1CCCCC1	-3
O=C(CSc1nccn1-c1ccc(F)cc1)NCc1ccc2c(c1)OCO2	0
CCOC(=O)c1nnn(-c2nonc2N)c1-c1ccc(OCC)cc1	2
CC(=O)Nc1cccc(-c2nc3ccc(NC(C)=O)cc3[nH]2)c1	5
O=C(NCCCN1CCOCC1)c1cc2cc(Br)ccc2oc1=O	-2
CC(=O)Nc1ccc(S(=O)(=O)NCc2ccc(C(=O)NCc3ccc4c(c3)OCO4)cc2)cc1	-1
CN1CCN(C(=O)NC2CCCCC2)CC1	-12
CC(CN1CCOCC1)C(=O)O (centres undefined)	-7
CN(Cc1nc(-c2ccncc2)no1)S(=O)(=O)c1ccccc1	-7
Cc1ccc(SCc2c(C#N)c3ccccc3n2C)cc1	11
Cc1ccccc1/C=N\NC(=O)c1csnn1	-1
COC(=O)c1c(C)cc(C)n2c1nc1ccccc12	-7
Cc1cc2c3c(ccc(C)c3n1)N=CN2c1ccccc1	-4
Cc1ccc(C(=O)C2OC(=O)C(C)(C)C(=O)C2(C)C)cc1 (centres undefined)	2
Cc1nnc(NC(=O)c2ccc(-c3cccc(C(F)(F)F)c3)o2)s1	1
Cc1cc(N2C(=O)C(=O)/C(=C(/O)c3ccc(F)cc3)C2c2ccc(Cl)cc2)no1 (centres undefined)	25
Cc1nc(SCC(=O)N2CC(C)OC(C)C2)nc(C)c1C (centres undefined)	-2
O=C(NCc1ccccc1)c1ccc(C2SCC(=O)N2Cc2ccccc2)cc1 (centres undefined)	2
COc1ccc(NC(=O)c2sc3cc(C(F)(F)F)cnc3c2-c2cccs2)cc1	-9
CCOC(=O)c1cc(-c2ccccc2)nc2c1c(C)nn2-c1ccccn1	17
Clc1nc(NCc2cccnc2)nc(N2CCOCC2)n1	7
COC(=O)c1c(C)n(-c2ccc(OC)cc2)c2ccc(O)cc12	-1
CCN(CC)c1ncc(C)c(=O)[nH]1	1
CCC1CCCCN1CCCn1c(=S)[nH]c2ccccc2c1=O (centres undefined)	-6
CCCc1nc2sc(C(=O)OCC)c(N)c2c2c1COC(C)(C)C2	-10
COc1ccccc1CC(=O)O/N=C(\N)c1cccc([N+](=O)[O-])c1	-8
CCCc1nnc(NC(=O)CCCN2C(=O)c3ccccc3C2=O)s1	-3
CCOC(=O)c1c(C)n(C)c2ccc(OCC(O)CNC(CC)CO)cc12 (centres undefined)	-8

Later entries
SMILES	Artemis endo inh
Cn1c(=O)c2c(nc(NC(Cc3ccccc3)C(=O)O)n2Cc2ccccc2)n(C)c1=O (centres undefined)	4
CC(C)(C)C(=O)NCCCc1ccccc1	-13
COc1cc(-c2nnc(SCC(=O)N3CCCC3)o2)cc(OC)c1OC	-1
Cc1ccc(-c2cc3nc4c(c(=O)n3[nH]2)CCCC4)cc1	-4
CSc1nnc(-c2ccco2)c(-c2ccco2)n1	20
Cc1ccccc1N(Cc1nnc2n1CCCCC2)C(=O)Nc1ccccc1	-6
Cn1c(=O)c2c(nc(NCCCO)n2CCc2ccccc2)n(C)c1=O	4
COc1ccc(S(N)(=O)=O)cc1C(=O)NCCCN1CCN(c2ccc(C)cc2)CC1	-3
Cc1nn(C)c(C)c1CN(C)C(=O)c1cc2n(n1)C(C(F)(F)F)CC(c1cccs1)N2 (centres undefined)	-9
Cc1ccc(CC2CC(=O)N(Cc3ccco3)C2=O)cc1 (centres undefined)	3
CCOc1ccccc1NC(=O)CC1Nc2ccccc2NC1=O (centres undefined)	6
C=CCOC(=O)c1cc(-c2ccc(/C=C3\C(=O)NC(=O)C(C#N)=C3C)o2)ccc1Cl	36*
CC1(C)Cc2c(c(N3CCOCC3)nc3sc(C#N)c(N)c23)CS1	3
CCC(C)NC(=O)c1ccccc1NS(=O)(=O)c1ccc(OC)c(OC)c1 (centres undefined)	-8
CC(C)(C)NC(=O)CSc1nnc(NC(=O)CCn2cnc3ccccc3c2=O)s1	6
CN(C)Cc1c(O)ccc2[nH]cnc12	-2
COc1cc(/C=N/O)cc(Br)c1OCc1cccc(Cl)c1	3
COc1ccc(S(=O)(=O)N(C)CC(=O)Nc2ccc3c(c2)OCCO3)cc1OC	-4
COc1ccc(C(=O)Oc2c(CN3CCOCC3)cc(Cl)c3cccnc23)cc1	5
CCOC(=O)NC(C(F)(F)F)(C(F)(F)F)P(=O)(c1ccccc1)c1ccccc1	-6
COC(=O)C1(Cc2ccccc2)NC(c2ccc(F)cc2)C2C(=O)N(C)C(=O)C21 (centres undefined)	-1
CCCCN(CCCC)S(=O)(=O)c1ccc(C(=O)Nc2nnc(CSC)o2)cc1	13
CCC(=O)c1ccc(OCC(=O)Nc2nn3cnnc3s2)cc1	5
COc1ccc(-n2nnnc2-c2cn(C)nc2C(F)(F)F)cc1	-6
CC1=C(C(=O)N(C)C)C(c2cccc(Cl)c2)NC(=O)N1 (centres undefined)	-12
Cc1cnc(-c2nnc(N(C)C(=O)c3cccnc3)s2)cn1	-7
O=C(COc1ccc(Cl)cc1)OCC(=O)N1CCCC1	-2
CCOc1ccc(=O)n(-c2ccccc2)n1	-5
CN1CCN(C(=O)c2cc3nc(-c4ccc(Cl)cc4)cc(C(F)(F)F)n3n2)CC1	-3
COc1cccc(NC(=O)CSc2nncn2N)c1	-7
O=C(Nc1ccc(N2CCN(C(=O)c3ccc(Cl)cc3)CC2)cc1)c1ccc(Br)o1	7
CCSc1nnc(-c2sc3nnc(-c4ccccc4)c(-c4ccccc4)c3c2N)o1	-2
CCCC(=O)Nc1ccccc1-c1nnn(CC(=O)Nc2ccc(OC)cc2)n1	-6
Cc1c(C(=O)O)c(-c2ccccc2)nn1-c1ccccc1	-4
COc1ccc(-n2cnc3c(cnn3CCC#N)c2=N)cc1	-2
CCc1ccc(C2CC(c3ccc(Cl)cc3)=NNC2=O)cc1 (centres undefined)	11
COC(=O)CS(=O)(=O)c1cc(Br)cc2c1N(C(C)=O)CC2	3
C/C(NC(=O)c1ccccc1)=C1/C(=O)CC2C1C2(C)C (centres undefined)	8
FC(F)(F)c1nc2ccccc2nc1N/N=C\c1ccccc1	-2
Cc1ccc2c(c1)C(C)(C)[C@]1(C)NC(=O)CCN21	-3
COc1ccc(OC)c(N(CC(=O)Nc2ccc3c(c2)OCCO3)S(C)(=O)=O)c1	-8
CS(=O)(=O)Nc1ccc(S(=O)(=O)Nc2nccs2)cc1	-6
O=C(CNCCO)N1CCc2ccccc21	9
Cc1ccccc1C(=O)Nc1ccccc1	-4
CC1(C)C(=O)OC(c2c(F)c(F)c(F)c(F)c2F)C2(CCCCC2)C1=O (centres undefined)	-2
Cc1noc(C)c1S(=O)(=O)Nc1ccc(C(=O)NC2CCCCCC2)cc1	2
CCCCNC(=O)OCC(CC)NC(=O)OC(C)C (centres undefined)	-13
COC(=O)c1nc2nc(C)cc(=O)n2[nH]1	4
COc1cc(C(=O)Nc2cccc(-c3nc4ccccc4o3)c2C)cc(OC)c1OC	-1
CC(C)CNc1cc(=O)n(C)c(=O)n1C	10
COc1ccc(Cn2c(CCC(=O)N3CCN(c4ccccn4)CC3)nc3ncccc3c2=O)cc1	-7
COc1ccc(S(=O)(=O)Nc2ccccc2C(=O)NCc2ccco2)cc1Br	14
O=c1[nH]c2ccccc2c(=O)n1Cc1ccco1	-6
CCN(CC)C(=O)C1CCCN(C(=O)Nc2ccc3nsnc3c2)C1 (centres undefined)	13
CCOC(=O)c1cc(=O)cc(C(=O)OCC)o1	-5
CCc1ccccc1-n1c(SCC(=O)N2CCCC2)nnc1-c1ccccn1	0
CCCCCOc1ccc(Br)cc1/C(C)=N/NC1=NCCN1	22
COc1cccc(CN2CCN(C(=O)CC(C)C)CC2)c1	-2
CCC1(C)N([O-])C(C)=C(c2ccccc2)[N+]1=O (centres undefined)	6
O=C(Nc1nc2ccccc2s1)C1CC(=O)N(c2ccc(Cl)cc2)C1 (centres undefined)	5

Part of the list above in order of number of heavy atoms, smallest number first:
SMILES	Artemis endo inh
CCCCNC(=O)OCC(CC)NC(=O)OC(C)C (centres undefined)	-13
CCN(CC)C(=O)C1CCCN(C(=O)Nc2ccc3nsnc3c2)C1 (centres undefined)	13
CCc1ccccc1-n1c(SCC(=O)N2CCCC2)nnc1-c1ccccn1	0

Additional results follow.
SMILES	Artemis endo inh
CCOC(=O)N1CCC(NC(=O)c2ccc3c(c2)sc2nc(-c4ccccc4)cn23)CC1	16
COCc1cc(C)nc2sc3c(=O)oc(C)nc3c12	2
CC1CC(C)CN(CCCNC(=O)c2ccc3c(c2)NC(=O)C(N2CCCCC2)S3)C1 (centres undefined)	-3
COc1ccc(C(=O)OCn2nnc3ccccc3c2=O)cc1OC	-14
COCCOc1cnn(-c2cc(Oc3ccc(C)cc3)ncn2)c(=O)c1Cl	1
CN(C)CCNc1oc(COc2cccc(Cl)c2)nc1C#N	-9
O=C(O)c1cc2c(s1)CCCC2	1
Cc1cc(=O)n2[nH]c(SCc3ccccc3)nc2n1	-10
COc1ccc(N2CC(C(=O)Nc3ccc(F)cc3F)CC2=O)cc1 (centres undefined)	-2
COc1ccc(Oc2nc(C(F)(F)F)nc3ccccc23)cc1	13
COC(=O)[C@H](C)NC(=O)Nc1cccc(C(F)(F)F)c1	-5
CCCn1nc(C(=O)N2CCc3ccccc3C2)c2ccccc2c1=O	-7
O=C(Nc1ccc(NC(=O)C2CC2)nc1)c1cccc(F)c1	3
c1cnc(N2CCN(Cc3c[nH]c4ccccc34)CC2)nc1	-2
O=C(NCc1ccc2c(c1)OCO2)c1nn2cccnc2c1Cl	-2

Among those listed so far, 17 have fluorine:
SMILES	Artemis endo inh
CS(=O)(=O)N(Cc1nnc(-c2cccs2)o1)c1ccc(Cl)cc1F	10
COc1ccc(C2CC(C(F)(F)F)n3nc(C(=O)NCCCn4ccnc4)cc3N2)cc1OC (centres undefined)	0
O=C(CSc1nccn1-c1ccc(F)cc1)NCc1ccc2c(c1)OCO2	0
Cc1nnc(NC(=O)c2ccc(-c3cccc(C(F)(F)F)c3)o2)s1	1
Cc1cc(N2C(=O)C(=O)/C(=C(/O)c3ccc(F)cc3)C2c2ccc(Cl)cc2)no1 (centres undefined)	25
COc1ccc(NC(=O)c2sc3cc(C(F)(F)F)cnc3c2-c2cccs2)cc1	-9
Cc1nn(C)c(C)c1CN(C)C(=O)c1cc2n(n1)C(C(F)(F)F)CC(c1cccs1)N2 (centres undefined)	-9
CCOC(=O)NC(C(F)(F)F)(C(F)(F)F)P(=O)(c1ccccc1)c1ccccc1	-6
COC(=O)C1(Cc2ccccc2)NC(c2ccc(F)cc2)C2C(=O)N(C)C(=O)C21 (centres undefined)	-1
COc1ccc(-n2nnnc2-c2cn(C)nc2C(F)(F)F)cc1	-6
CN1CCN(C(=O)c2cc3nc(-c4ccc(Cl)cc4)cc(C(F)(F)F)n3n2)CC1	-3
FC(F)(F)c1nc2ccccc2nc1N/N=C\c1ccccc1	-2
CC1(C)C(=O)OC(c2c(F)c(F)c(F)c(F)c2F)C2(CCCCC2)C1=O (centres undefined)	-2
COc1ccc(N2CC(C(=O)Nc3ccc(F)cc3F)CC2=O)cc1 (centres undefined)	-2
COc1ccc(Oc2nc(C(F)(F)F)nc3ccccc23)cc1	13
COC(=O)[C@H](C)NC(=O)Nc1cccc(C(F)(F)F)c1	-5
O=C(Nc1ccc(NC(=O)C2CC2)nc1)c1cccc(F)c1	3
